MEX-5 binding: C. elegans MEX-5 TCR-2 RNA binding activity. MEX-5/FITC-TCR2 RNA binding, fluorescence polarization; active compounds read low. activity score (negative = inhibition of binding), % at 10 µM. 0.38% of 300,000 active. AID 1832;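 active = inhibition past about -25% in most replicates, and total fluorescence under double the plate's negative control median, limit read from the data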;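 also: 0% = DMSO and -100% = 5 µM competing unlabeled TCR2 RNA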
Yeast superoxide: caloric restriction mimetics inhibiting age-related superoxide in yeast; S. cerevisiae aged cells, superoxide DHE fluorescence; active compounds read low; superoxide response (% of plate mean), % at 10 µM; 0.18% of 330,000 active;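 active = superoxide response under a set limit, about three screen SD below normal, cut at about 65% in these data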;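 also: yeast aged for seven days with compound at 30 °C before DHE staining; 100% = average MFI of all compound-treated wells on the plate with controls excluded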
Bcl-xL primary: Bcl-xL (human) inhibition. Q07817. GST-Bcl-xL / FITC-Bim BH3 peptide fluorescence polarization. inhibition, % at 10.9 µM. 0.7% of 320,000 active. AID 2129;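 active = inhibition above the mean of all tested compounds plus 3 SD, cutoff set per campaign, cut at about 30% in these data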;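 also: 0% = DMSO wells and 100% = unlabeled Bim-BH3 peptide competitor; inhibitors lower millipolarization by displacing the labeled peptide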
Target sequence (Q07817 whole entry, looked up): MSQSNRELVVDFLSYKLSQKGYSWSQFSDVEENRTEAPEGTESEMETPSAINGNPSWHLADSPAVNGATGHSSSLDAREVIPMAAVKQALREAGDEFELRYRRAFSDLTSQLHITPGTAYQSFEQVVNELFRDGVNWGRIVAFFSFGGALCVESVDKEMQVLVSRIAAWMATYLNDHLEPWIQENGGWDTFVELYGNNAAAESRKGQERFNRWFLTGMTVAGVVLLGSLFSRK
ZTA DNA inh: blocks Epstein-Barr virus ZTA, an EBNA-1 counter-screen; inhibition, % at 11 µM; AID 2234; 0.15% of 320,000 active; P03206; ZTA-DNA binding, fluorescence polarization; in the data active = inhibition above about 33%
Target sequence (P03206 whole entry, looked up): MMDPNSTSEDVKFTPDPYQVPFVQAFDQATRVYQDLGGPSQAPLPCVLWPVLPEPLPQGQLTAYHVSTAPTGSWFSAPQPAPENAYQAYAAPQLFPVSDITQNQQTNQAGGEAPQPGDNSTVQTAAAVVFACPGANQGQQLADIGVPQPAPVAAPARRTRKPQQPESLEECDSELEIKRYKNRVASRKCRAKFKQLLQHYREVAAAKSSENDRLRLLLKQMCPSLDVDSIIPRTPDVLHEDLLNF
EBNA-1 inhibitor: blocks EBNA-1 binding to DNA. AID 1950. inhibition, % at 14.8 µM. 0.34% of 300,000 active. EBNA-1 DNA binding, fluorescence polarization; in the data active = inhibition above about 28%
MCL1-BIM inh: MCL1-BIM-BH3 interaction inhibition (human); Q07820; GST-MCL1 / FITC-Bim-BH3 fluorescence polarization; inhibition, % at 10.9 µM; 0.68% of 320,000 active; AID 2057;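 active = inhibition above the mean inhibition of all tested compounds plus 3 SD, set per campaign, cut at about 40% in these data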;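 also: 0% = DMSO wells and 100% = unlabeled Bim-BH3 peptide control; higher means more loss of mP so more displacement of Bim peptide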
GLD-1 RNA inh: GLD-1-TGE RNA interaction inhibition (C. elegans) | 0.44% of 320,000 active | inhibition, % at 5.96 µM | purified GLD-1 + fluorescein TGE RNA, fluorescence polarization | Q17339 | AID 2280;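 active = percent inhibition above a per-plate cutoff, the plate mean of test compounds plus 3 SD, cut at about 30% in these data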;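 also: 0% = DMSO wells with GLD-1 and probe and 100% = wells lacking GLD-1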
Target sequence (Q17339 whole entry, looked up): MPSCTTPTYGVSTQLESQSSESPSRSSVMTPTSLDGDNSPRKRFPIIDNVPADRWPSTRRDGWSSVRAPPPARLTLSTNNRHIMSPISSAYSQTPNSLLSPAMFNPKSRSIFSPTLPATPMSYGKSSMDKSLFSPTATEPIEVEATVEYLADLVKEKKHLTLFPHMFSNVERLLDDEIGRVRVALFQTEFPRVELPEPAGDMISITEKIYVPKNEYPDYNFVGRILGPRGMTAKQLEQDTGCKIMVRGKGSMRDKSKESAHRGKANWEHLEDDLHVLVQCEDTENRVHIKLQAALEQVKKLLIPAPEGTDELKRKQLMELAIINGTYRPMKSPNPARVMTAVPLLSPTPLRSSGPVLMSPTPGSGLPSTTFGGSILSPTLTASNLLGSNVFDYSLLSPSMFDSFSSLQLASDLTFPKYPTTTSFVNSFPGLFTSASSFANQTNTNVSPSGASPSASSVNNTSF
Fam108B counter: Fam108B inhibition, counter-screen for RBBP9 inhibitors; recombinant Fam108B, FP-Rh probe fluorescence polarization; inhibition, % at 9.51 µM; 0.33% of 300,000 active; AID 1947;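 active = inhibition above the screen mean inhibition plus 3 SD, computed separately per campaign, cut at about 18% in these data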;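 also: inhibitors lower polarization as less probe binds the enzyme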
Efflux pump inh: inhibitors of Candida antifungal efflux pumps expressed in yeast; inhibition, % at 10 µM; 0.44% of 330,000 active; S. cerevisiae Candida pump triplex, Nile Red efflux;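 active = plate passing quality check with inhibition over a set limit, or well fluorescence over plate mean plus 4 SD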;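 also: Nile Red retained in pooled yeast measured as flow cytometry median fluorescence; 0% = buffer negative control and 100% = Enniatin B positive control; higher means more Nile Red kept so more efflux inhibition; some compounds called inactive have numbers as strong as hits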
Starred values were filed as active, the others as inactive; & = joins results of further samples.

Results for O=C(NCc1ccccc1F)C1CCN(S(=O)(=O)c2ccccc2)CC1 ?
MEX-5 binding: 1.6; Yeast superoxide: 121; Bcl-xL primary: 2; ZTA DNA inh: 7; EBNA-1 inhibitor: -18; MCL1-BIM inh: 4; GLD-1 RNA inh: -7; Fam108B counter: -8; Efflux pump inh: 0.4

Results for COc1ccc(Br)cc1CNC(=O)CCc1nc(-c2ccc(C)cc2)no1 ?
MEX-5 binding: 0.3; Yeast superoxide: 104; Bcl-xL primary: -3; ZTA DNA inh: 13; EBNA-1 inhibitor: -5; MCL1-BIM inh: -7; GLD-1 RNA inh: 0; Fam108B counter: -1; Efflux pump inh: -0.1

Results for CN1C(=O)N(CC(=O)N2CCN(c3ccccc3F)CC2)C(=O)C12CCCCC2 ?
Yeast superoxide: 83; Bcl-xL primary: -5; ZTA DNA inh: -19; MCL1-BIM inh: -17; GLD-1 RNA inh: 4; Efflux pump inh: -0.1

Results for COc1ccccc1C(=O)NCC1CCN(c2ccc(S(=O)(=O)N3CCOCC3)cc2)CC1 ?
MEX-5 binding: -3.5; Yeast superoxide: 106; Bcl-xL primary: 0; ZTA DNA inh: -4; EBNA-1 inhibitor: 3; MCL1-BIM inh: 2; GLD-1 RNA inh: 1; Fam108B counter: 4; Efflux pump inh: -0.1

Results for COc1ccc2[nH]c3c(=S)nc[nH]c3c2c1 ?
MEX-5 binding: -1.9; Yeast superoxide: 89; Bcl-xL primary: 12; ZTA DNA inh: 12; EBNA-1 inhibitor: 5; MCL1-BIM inh: -8; GLD-1 RNA inh: -6; Fam108B counter: 5; Efflux pump inh: -0.1

Results for CCOc1ccccc1CN1CCNC(=O)C1CC(=O)N(C)C1CCOCC1 (centres undefined) ?
MEX-5 binding: 0.4; Yeast superoxide: 100; Bcl-xL primary: 12; ZTA DNA inh: 4; EBNA-1 inhibitor: 0; MCL1-BIM inh: 8; GLD-1 RNA inh: 5; Fam108B counter: -3; Efflux pump inh: -0.1

How did CCn1nnnc1SCC(=O)N1CCCc2ccccc21 do in these assays?
MEX-5 binding: 2.3; Yeast superoxide: 94; Bcl-xL primary: 5; ZTA DNA inh: -6; EBNA-1 inhibitor: 4; MCL1-BIM inh: 11; GLD-1 RNA inh: -2; Fam108B counter: 0; Efflux pump inh: 0.0

What do the screens show for `CCOC(=O)C1CCCN(CCC(C)c2ccccc2)C1` (centres undefined)?
MEX-5 binding: 0.2; Yeast superoxide: 98; Bcl-xL primary: 5; ZTA DNA inh: -7; EBNA-1 inhibitor: -2; MCL1-BIM inh: 6; GLD-1 RNA inh: 1; Fam108B counter: 1; Efflux pump inh: -0.1

What do the screens show for `CCn1c(SCC(=O)N2CC(=O)Nc3ccccc32)nnc1-c1ccoc1C`?
MEX-5 binding: -1.1; Yeast superoxide: 107; Bcl-xL primary: -2; ZTA DNA inh: -22; EBNA-1 inhibitor: -9; MCL1-BIM inh: -3; GLD-1 RNA inh: -6; Fam108B counter: -1; Efflux pump inh: 0.0

What do the screens show for `CN(CC(=O)Nc1c(Cl)cccc1Cl)C(=O)C1CC(=O)N(Cc2ccccc2)C1` (centres undefined)?
Yeast superoxide: 100; Bcl-xL primary: -6; ZTA DNA inh: 2; MCL1-BIM inh: 0; GLD-1 RNA inh: 10; Efflux pump inh: 0.4

Results for CC(C)n1c(SCC(=O)Nc2nc3c(s2)CCCC3)nc2c1c(=O)n(C)c(=O)n2C ?
MEX-5 binding: -1.9; Yeast superoxide: 101; Bcl-xL primary: 1; ZTA DNA inh: -17; EBNA-1 inhibitor: -13; MCL1-BIM inh: -1; GLD-1 RNA inh: 3; Fam108B counter: 0; Efflux pump inh: 0.1

What do the screens show for `CC(N)C12CC3CC(CC(C3)C1)C2` (centres undefined)?
MEX-5 binding: -1.6&-0.6; Yeast superoxide: 90&103; Bcl-xL primary: 9&7; ZTA DNA inh: 14&-12; EBNA-1 inhibitor: 7&4; MCL1-BIM inh: 6&-2; GLD-1 RNA inh: 5&-1; Fam108B counter: -6&-4; Efflux pump inh: 0.2&-0.1

How did NS(=O)(=O)c1cc2c(cc1Cl)NC(Cc1ccccc1)NS2(=O)=O (centres undefined) do in these assays?
MEX-5 binding: 1.6; Yeast superoxide: 94; Bcl-xL primary: -59; ZTA DNA inh: -1; EBNA-1 inhibitor: -12; MCL1-BIM inh: -74; GLD-1 RNA inh: -83; Fam108B counter: 1; Efflux pump inh: 0.5

How did CCc1nc2sc(C(=O)O)c(N)c2c2c1CCCC2 do in these assays?
MEX-5 binding: 0.2; Yeast superoxide: inactive; Bcl-xL primary: 0; ZTA DNA inh: 1; EBNA-1 inhibitor: 2; MCL1-BIM inh: 3; GLD-1 RNA inh: -6; Fam108B counter: -5; Efflux pump inh: 0.0

Results for Cc1ccc(S(=O)(=O)N/N=C/c2cn(C)nc2C)cc1 ?
MEX-5 binding: 1.0; Yeast superoxide: 99; Bcl-xL primary: 9; ZTA DNA inh: -15; EBNA-1 inhibitor: -9; MCL1-BIM inh: 1; GLD-1 RNA inh: 3; Fam108B counter: -4; Efflux pump inh: 0.0

What do the screens show for `CCn1c(C)nc2cc(C(=O)NNC(=S)Nc3ccc(Cl)cc3Cl)ccc21`?
MEX-5 binding: 2.8; Yeast superoxide: 82; Bcl-xL primary: 4; ZTA DNA inh: 0; EBNA-1 inhibitor: -5; MCL1-BIM inh: 3; GLD-1 RNA inh: -3; Fam108B counter: 6; Efflux pump inh: 0.2

What do the screens show for `CC(OC(=O)CCCc1c[nH]c2ccccc12)C(=O)Nc1ccc(S(N)(=O)=O)cc1` (centres undefined)?
MEX-5 binding: -0.2; Yeast superoxide: 111; Bcl-xL primary: 6; ZTA DNA inh: 2; EBNA-1 inhibitor: -5; MCL1-BIM inh: -4; GLD-1 RNA inh: 1; Fam108B counter: 3; Efflux pump inh: 0.0

What do the screens show for `CCCCc1nnc(NC(=O)C2CCCO2)s1` (centres undefined)?
MEX-5 binding: -0.4; Yeast superoxide: 89; Bcl-xL primary: -1; ZTA DNA inh: -1; EBNA-1 inhibitor: -2; MCL1-BIM inh: 3; GLD-1 RNA inh: -5; Fam108B counter: 3; Efflux pump inh: 0.0

How did CN(C1CCCCC1)S(=O)(=O)c1ccc(NC(=O)CCC(=O)O)cc1 do in these assays?
MEX-5 binding: 0.7; Yeast superoxide: 101; Bcl-xL primary: 2; ZTA DNA inh: 12; EBNA-1 inhibitor: -10; MCL1-BIM inh: 5; GLD-1 RNA inh: 5; Fam108B counter: -3; Efflux pump inh: -0.1

How did Cc1nn2c(NCc3ccccn3)c3c(nc2c1-c1ccccc1)CCC3 do in these assays?
MEX-5 binding: 1.3; Yeast superoxide: 152; Bcl-xL primary: 7; ZTA DNA inh: -4; EBNA-1 inhibitor: -4; MCL1-BIM inh: 13; GLD-1 RNA inh: 5; Fam108B counter: 4; Efflux pump inh: 0.1

How did CCOc1cc(NC(=S)NCCCN2CCOCC2)c(OCC)cc1NC(=O)c1ccc(OC)cc1 do in these assays?
MEX-5 binding: -0.5; Yeast superoxide: 99; Bcl-xL primary: 6; ZTA DNA inh: -17; EBNA-1 inhibitor: -8; MCL1-BIM inh: 11; GLD-1 RNA inh: 3; Fam108B counter: -1; Efflux pump inh: -0.2

How did O=C(c1c(F)cccc1F)N(Cc1ccccn1)C1CCCC1 do in these assays?
MEX-5 binding: 1.5; Yeast superoxide: 97; Bcl-xL primary: -4; ZTA DNA inh: -20; EBNA-1 inhibitor: -6; MCL1-BIM inh: 1; GLD-1 RNA inh: 1; Fam108B counter: 1; Efflux pump inh: 0.5

Results for CC(C)Oc1ccc(C(=O)/C=C2/C(=O)Nc3ccccc32)cc1 ?
MEX-5 binding: -0.5; Yeast superoxide: 98; Bcl-xL primary: 4; ZTA DNA inh: -8; EBNA-1 inhibitor: 2; MCL1-BIM inh: 5; GLD-1 RNA inh: 4; Fam108B counter: 2; Efflux pump inh: -0.1

What do the screens show for `CCCCCC(=O)Nc1ccc(Cl)cn1`?
MEX-5 binding: -0.1; Yeast superoxide: 97; Bcl-xL primary: 3; ZTA DNA inh: -6; EBNA-1 inhibitor: -3; MCL1-BIM inh: -4; GLD-1 RNA inh: -1; Fam108B counter: -3; Efflux pump inh: 0.2

How did CN(C)S(=O)(=O)c1ccc(NC(=O)COC(=O)Cn2[nH]c(=O)c3ccccc3c2=O)cc1 do in these assays?
MEX-5 binding: 2.2; Yeast superoxide: 100; Bcl-xL primary: -2; ZTA DNA inh: -4; EBNA-1 inhibitor: 3; MCL1-BIM inh: -3; GLD-1 RNA inh: -2; Fam108B counter: -2; Efflux pump inh: 0.1

How did COc1ccc(C(C(=O)NCC2CCCO2)N(Cc2ccco2)C(=O)c2snc(C(N)=O)c2N)cc1OC (centres undefined) do in these assays?
MEX-5 binding: 0.7; Yeast superoxide: 91; Bcl-xL primary: -2; ZTA DNA inh: 4; EBNA-1 inhibitor: 3; MCL1-BIM inh: -5; GLD-1 RNA inh: 6; Fam108B counter: 0; Efflux pump inh: -0.1

Results for CN(Cc1ccccc1)CC(O)COc1ccc(CNCc2ccc(Cl)s2)cc1 (centres undefined) ?
MEX-5 binding: -0.1; Yeast superoxide: 92; Bcl-xL primary: 8; ZTA DNA inh: -20; EBNA-1 inhibitor: -7; MCL1-BIM inh: -3; GLD-1 RNA inh: 1; Fam108B counter: 1; Efflux pump inh: 0.0

Results for CCOC(=O)NC1CCS(=O)(=O)C1 (centres undefined) ?
MEX-5 binding: 0.3; Yeast superoxide: 107; Bcl-xL primary: 3; ZTA DNA inh: 1; EBNA-1 inhibitor: 5; MCL1-BIM inh: 0; GLD-1 RNA inh: 0; Fam108B counter: -2; Efflux pump inh: 0.0

What do the screens show for `O=C(Nc1nc2ccccc2[nH]1)c1ccccc1`?
MEX-5 binding: -0.8; Yeast superoxide: 89; Bcl-xL primary: 1; ZTA DNA inh: -9; EBNA-1 inhibitor: 2; MCL1-BIM inh: 3; GLD-1 RNA inh: 7; Fam108B counter: 3; Efflux pump inh: 0.1

How did COc1cc(OC)cc(C(=O)Nc2ccc(S(=O)(=O)Nc3ccccn3)cc2)c1 do in these assays?
MEX-5 binding: 0.8; Yeast superoxide: 114; Bcl-xL primary: 3; ZTA DNA inh: -9; EBNA-1 inhibitor: 9; MCL1-BIM inh: 4; GLD-1 RNA inh: 6; Fam108B counter: 1; Efflux pump inh: 0.0

How did COc1cc(CN2CCN(C(=O)CC(C)C)CC2)cc(OC)c1OC do in these assays?
MEX-5 binding: 0.5; Yeast superoxide: 84; Bcl-xL primary: 2; ZTA DNA inh: 6; EBNA-1 inhibitor: 1; MCL1-BIM inh: -4; GLD-1 RNA inh: 0; Fam108B counter: -2; Efflux pump inh: -0.1

How did C/C(=N\NC(=O)c1nnn(-c2nonc2N)c1C)c1ccc(-c2ccccc2)cc1 do in these assays?
MEX-5 binding: 4.1; Yeast superoxide: 115; Bcl-xL primary: -5; ZTA DNA inh: -1; EBNA-1 inhibitor: -13; MCL1-BIM inh: -1; GLD-1 RNA inh: -7; Fam108B counter: -4; Efflux pump inh: 0.7

Results for CCOC(=O)C1CCCN(C(=O)CN2C(=O)C(CC)Oc3ccc(C)cc32)C1 (centres undefined) ?
MEX-5 binding: 0.6; Yeast superoxide: 90; Bcl-xL primary: 3; ZTA DNA inh: -6; EBNA-1 inhibitor: 2; MCL1-BIM inh: 3; GLD-1 RNA inh: 1; Fam108B counter: -1; Efflux pump inh: 0.0

Results for O=C(CN1C(=O)NC2(CCCCCCC2)C1=O)N1CCOCC1 ?
MEX-5 binding: -0.4; Yeast superoxide: 96; Bcl-xL primary: 1; ZTA DNA inh: -7; EBNA-1 inhibitor: 0; MCL1-BIM inh: -1; GLD-1 RNA inh: 5; Fam108B counter: -2; Efflux pump inh: -0.1

Compound activity: PubChem BioAssay, several laboratories
